GASC-1 inh: blocks human GASC-1 demethylase activity; Q9H3R0; GST-JMJD2C(1-420) H3K9me3 demethylation, DELFIA europium; inhibition, % at 2.35 µM; hit rate 0.069% among 330,000; AID 2099;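 active = more than half of a compound's replicate wells show inhibition beyond 50%, single wells judged on their own value; inconclusive = some, but no more than half, of replicates pass 50% inhibition; inactive = no replicate passes 50% inhibition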;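 note: signal counts dimethyl H3K9 product captured on neutravidin plate; 0% = median of DMSO wells and 100% = 0.3 times that DMSO median; strong numbers were not always called active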
AGP1-GFP MLPCN: yeast TOR pathway AGP1-GFP modulation. S. cerevisiae AGP1-GFP multiplex flow cytometry, 3 h; GFP as percent of DMSO wells. GFP response vs DMSO, % at 10 µM. hit rate 0.02% among 320,000. AID 2066;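 active = GFP response relative to DMSO above a set limit, near screen average plus 3 SD, cut at about 150% in these data; inconclusive = fewer than 70 cells counted for the yeast strain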;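 note: median GFP channel fluorescence of the gated AGP1 strain per well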
GRK2 aptamer HTS: inhibitors of human GRK2 displacing RNA aptamer; P25098; bead flow cytometry, FAM-aptamer displacement from GRK2; inhibition of aptamer binding, % at 10 µM; hit rate 0.59% among 330,000;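 active = inhibition of aptamer binding above 40%, roughly 3 SD of noise, on plates passing a quality check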;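 note: median bead fluorescence of bound FAM aptamer so fluorescent compounds give negative values; no value below 0 was filed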
VLA-4 inh: inhibition in a human VLA-4 binding assay | VLA-4 expressing cells, ligand binding flow cytometry | hit rate 0.2% among 330,000 | inhibition, % (about 7 µM as worked out from the volumes in the protocol) | AID 2557 | P13612; in the data active = inhibition above about 50%
Target sequence (P13612 whole entry, looked up): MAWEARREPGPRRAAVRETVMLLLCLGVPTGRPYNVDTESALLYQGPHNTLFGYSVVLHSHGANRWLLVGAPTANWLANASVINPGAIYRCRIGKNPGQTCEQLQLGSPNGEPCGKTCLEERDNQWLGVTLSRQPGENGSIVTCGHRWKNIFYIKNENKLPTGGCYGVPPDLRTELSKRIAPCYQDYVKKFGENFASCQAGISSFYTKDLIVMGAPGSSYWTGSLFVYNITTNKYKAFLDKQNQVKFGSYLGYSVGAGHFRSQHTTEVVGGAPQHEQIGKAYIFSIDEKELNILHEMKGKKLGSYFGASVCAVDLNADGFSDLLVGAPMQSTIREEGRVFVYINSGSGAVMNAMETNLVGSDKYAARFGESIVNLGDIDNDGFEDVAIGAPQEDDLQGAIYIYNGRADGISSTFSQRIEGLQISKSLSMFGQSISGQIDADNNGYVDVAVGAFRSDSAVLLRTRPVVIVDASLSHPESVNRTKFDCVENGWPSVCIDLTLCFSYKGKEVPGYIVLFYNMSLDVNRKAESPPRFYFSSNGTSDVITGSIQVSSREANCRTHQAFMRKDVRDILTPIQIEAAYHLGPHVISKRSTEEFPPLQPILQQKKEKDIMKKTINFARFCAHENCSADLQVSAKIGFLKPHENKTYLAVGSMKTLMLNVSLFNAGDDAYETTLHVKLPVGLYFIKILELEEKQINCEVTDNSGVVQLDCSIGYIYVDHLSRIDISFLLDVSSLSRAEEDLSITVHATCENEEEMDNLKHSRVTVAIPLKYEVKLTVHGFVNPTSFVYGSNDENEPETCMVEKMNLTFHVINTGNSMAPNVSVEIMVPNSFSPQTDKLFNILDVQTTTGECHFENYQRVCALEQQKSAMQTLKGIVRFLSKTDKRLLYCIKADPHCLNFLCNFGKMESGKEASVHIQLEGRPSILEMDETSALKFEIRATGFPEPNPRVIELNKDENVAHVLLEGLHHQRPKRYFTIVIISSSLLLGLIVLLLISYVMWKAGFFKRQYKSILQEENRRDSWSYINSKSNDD
RPL19A TOR yeast: yeast TOR pathway RPL19A-GFP modulation; S. cerevisiae RPL19A-GFP strain, flow cytometry, 3 h; stronger effect = lower value; percent response vs DMSO, % at 10 µM; hit rate 0.3% among 330,000; AID 2025;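 active = percent response vs DMSO below 50%; inconclusive = fewer than 70 events counted for the yeast strain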;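 note: median channel GFP fluorescence of the barcoded RPL19A-GFP strain; ratio of sample median GFP to plate DMSO average so 100% = DMSO; lower means less RPL19A-GFP as with rapamycin TOR inhibition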
CIT2-GFP yeast: modulators of TOR pathway CIT2-GFP in S. cerevisiae. AID 2029. S. cerevisiae CIT2-GFP strain, flow cytometry, 3 h; 100 means same as DMSO wells. hit rate 0.065% among 320,000. GFP response vs DMSO, % at 10 µM;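 active = GFP response relative to DMSO above a set limit, near the screen mean plus 3 SD, cut at about 150% in these data; inconclusive = Fewer than 70 cells measured for a yeast strain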;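 note: ratio of well median GFP fluorescence to mean of DMSO wells on the plate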
LAP4 TOR yeast: yeast TOR pathway LAP4-GFP modulation; hit rate 0.34% among 320,000; GFP response vs DMSO, % at 10 µM; S. cerevisiae LAP4-GFP multiplex, flow cytometry GFP, 3 h; median GFP as percent of DMSO wells; AID 2023;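 active = GFP response vs DMSO above a set limit, about the screen mean plus 3 SD, cut at about 150% in these data; inconclusive = under 70 cell events counted for the yeast strain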
MEP2 TOR yeast: yeast TOR pathway MEP2-GFP modulation. hit rate 0.51% among 330,000. GFP response vs DMSO, % at 10 µM. S. cerevisiae MEP2-GFP strain, flow cytometry GFP, 3 h; 100% = DMSO control level;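 active = GFP response versus DMSO above a set limit, roughly screen mean plus 3 SD, cut at about 180% in these data; inconclusive = fewer than 70 cells counted for a yeast strain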;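 note: median GFP fluorescence of the barcode-gated MEP2-GFP cells per well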
* hit, by the source's call; i = inactive; ? = inconclusive; . = not tested or not shown; & = joins results of further samples; [ ] = dose if it differs, or a comment.

SMILES | GASC-1 inh | AGP1-GFP MLPCN | GRK2 aptamer HTS | VLA-4 inh | RPL19A TOR yeast | CIT2-GFP yeast | LAP4 TOR yeast | MEP2 TOR yeast
CCN(CC)S(=O)(=O)c1ccc(-c2nnc(SCC(=O)Nc3ccc4c(c3)OCO4)o2)cc1 | 0&-9 | 99 | 0 | 6 | 95 | 97 | 99 | 92
COc1cc(C(C(=O)NC2CCCCC2)N(C(=O)c2snc(C(N)=O)c2N)c2ccc(C)cc2)ccc1O (stereo not drawn) | 8 | 100 | 0 | -2 | 107 | 104 | 84 | 106
CC(C)(C)N1C(=O)c2ccc(C(=O)Nc3ccc(O)cc3)cc2C1=O | -3 | 101 | 0 | -2 | 102 | 101 | 102 | 103
Cc1cc(C)nc(N2CCCC(C(=O)Nc3ccc4nc(C)c(C)nc4c3)C2)n1 (stereo not drawn) | 2 | 102 | 0 | 1 | 99 | 98 | 108 | 110
CN(C)c1nc2c(c(=O)[nH]c(=O)n2C)n1CCOc1ccccc1 | -1 | 97 | 1 | 4 | 102 | 100 | 92 | 110
COc1ccc(/C=C2\CCn3c2nc2cc(C(=O)O)ccc2c3=O)cc1 | -31 | 101 | 41* | -1 | 98 | 104 | 104 | 99
CC(C)Cn1c(SCc2nc3ccccc3c(=O)[nH]2)nc2ccccc2c1=O | -1 | 108 | 5 | -5 | 101 | 105 | 101 | 104
S=c1[nH]nc(-c2ccc(Cl)cc2)n1CC1CCCO1 (stereo not drawn) | 1 | 96 | 0 | 0 | 98 | 96 | 97 | 94
O=C(CSc1nnc(-c2cccnc2)n1C1CCCCC1)NC1CCCCC1 | -3 | 96 | 1 | 4 | 98 | 103 | 97 | 101
Cc1cccc(Cn2c(=O)oc3ccc(C)cc32)c1 | 107 | 98 | 68* | -10 | 103 | 95 | 103 | 109
CCCCc1nc2cc(C(=O)N(C)CCc3cn[nH]c3)ccc2o1 | 2 | 98 | 4 | 2 | 99 | 104 | 99 | 107
CC(NC(=O)c1ccccc1)c1nnc(SCC(=O)NC2CCCC2)n1C (stereo not drawn) | i | 99 | 0 | 10 | 102 | 103 | 95 | 107
N#CNC(=Nc1cccc(F)c1)SCc1cccc(F)c1 | -1 | 104 | 0 | 3 | 109 | 101 | 96 | 102
COc1ccc(NC(=O)/C(C#N)=C/C=C/c2ccco2)cc1 | 0 | 100 | 1 | -2 | 96 | 93 | 95 | 98
O=C(CNS(=O)(=O)c1ccccc1)Nc1ccc2c(c1)OCO2 | -8 | 103 | 11 | -2 | 101 | 100 | 100 | 109

Entries listed so far with four or more nitrogen atoms:
SMILES | GASC-1 inh | AGP1-GFP MLPCN | GRK2 aptamer HTS | VLA-4 inh | RPL19A TOR yeast | CIT2-GFP yeast | LAP4 TOR yeast | MEP2 TOR yeast
CCN(CC)S(=O)(=O)c1ccc(-c2nnc(SCC(=O)Nc3ccc4c(c3)OCO4)o2)cc1 | 0&-9 | 99 | 0 | 6 | 95 | 97 | 99 | 92
COc1cc(C(C(=O)NC2CCCCC2)N(C(=O)c2snc(C(N)=O)c2N)c2ccc(C)cc2)ccc1O (stereo not drawn) | 8 | 100 | 0 | -2 | 107 | 104 | 84 | 106
Cc1cc(C)nc(N2CCCC(C(=O)Nc3ccc4nc(C)c(C)nc4c3)C2)n1 (stereo not drawn) | 2 | 102 | 0 | 1 | 99 | 98 | 108 | 110
CN(C)c1nc2c(c(=O)[nH]c(=O)n2C)n1CCOc1ccccc1 | -1 | 97 | 1 | 4 | 102 | 100 | 92 | 110
CC(C)Cn1c(SCc2nc3ccccc3c(=O)[nH]2)nc2ccccc2c1=O | -1 | 108 | 5 | -5 | 101 | 105 | 101 | 104
O=C(CSc1nnc(-c2cccnc2)n1C1CCCCC1)NC1CCCCC1 | -3 | 96 | 1 | 4 | 98 | 103 | 97 | 101
CCCCc1nc2cc(C(=O)N(C)CCc3cn[nH]c3)ccc2o1 | 2 | 98 | 4 | 2 | 99 | 104 | 99 | 107
CC(NC(=O)c1ccccc1)c1nnc(SCC(=O)NC2CCCC2)n1C (stereo not drawn) | i | 99 | 0 | 10 | 102 | 103 | 95 | 107

Following part:
SMILES | GASC-1 inh | AGP1-GFP MLPCN | GRK2 aptamer HTS | VLA-4 inh | RPL19A TOR yeast | CIT2-GFP yeast | LAP4 TOR yeast | MEP2 TOR yeast
CCOC(=O)N1CCC(NC(=O)C2CCN(S(=O)(=O)N3CCC(C)CC3)CC2)CC1 | . | 103 | 4 | 11 | 99 | 102 | 99 | 102
COc1ccc(C(=O)C[n+]2ccccc2C)cc1 | -23 | 96 | 0 | -25 | 94 | 98 | 95 | 98
COc1ccc(CCNC(=O)COC(=O)C2COc3ccccc3O2)cc1 (stereo not drawn) | . | 100 | 1 | 4 | 100 | 98 | 100 | 98
CNC(=S)N=Nc1c(O)[nH]c2ccc(C(C)C)cc12 | 7 | 95 | 0 | 4 | 101 | 86 | 100 | 94
Cc1onc(-c2ccccc2Cl)c1C(=O)N1CCC(Cc2ccccc2)CC1 | -18 | ? | 2 | 2 | 27*[may fluoresce violet] | ? | 51[may fluoresce violet] | 240*[may fluoresce violet]
Cc1cc(C)c(-c2csc(NC(=O)c3n[nH]c(=O)c4ccccc34)n2)c(C)c1 | -1 | 98 | 1 | 9 | 98 | 92 | 109 | 98
CCn1ncc(CNC(=O)C2(C)CC2(Cl)Cl)c1C (stereo not drawn) | 4 | 94 | 3 | 9 | 99 | 116 | 92 | 106
Cc1ccc(C(=O)Nc2cccc(NC(=O)CN3CCCCC3)c2)cc1 | 9 | 100 | 0 | -4 | 103 | 95 | 97 | 105
Nn1cnnc1SC1CCCCC1NS(=O)(=O)c1ccccc1 (stereo not drawn) | -2 | 100 | 2 | 13 | 100 | 95 | 97 | 104
CC1(C)OC(=O)C(=CNCC(O)c2ccccc2)C(=O)O1 (stereo not drawn) | 5 | 104 | 0 | 11 | 99 | 100 | 101 | 100
COc1cccc(NC(=O)Nc2ccc3c(c2)nnn3C)c1 | . | 25 | 1 | 7 | 60 | 98 | 88 | 184*
Cc1cc(=O)oc2cc(OC(C)C(=O)NCCCN3CCCC3=O)c(Cl)cc12 (stereo not drawn) | 4 | 105 | 4 | 52* | 103 | 108 | 99 | 108
Cc1csc(C(=O)O)c1-c1c(C)csc1C(=O)O | 5 | 103 | 2 | 15 | 103 | 101 | 94 | 108
C[C@H](CO)N1C[C@H](C)[C@@H](CN(C)C(=O)NC2CCCCC2)Oc2c(NC(=O)Nc3ccc4c(c3)OCO4)cccc2C1=O | -4 | 92 | 4 | 8 | 88 | 100 | . | 89
S=C(N/N=C1\C2CN3CCN(C2)CC1(c1ccccc1)C3)Nc1ccccc1 | 0 | 112 | 0 | 19 | 110 | 114 | 98 | 112
COc1ccc(CNC(=O)C2CCCN(c3nccc(C)n3)C2)cc1 (stereo not drawn) | 4 | 78 | 0 | 1 | 69 | 67 | 84 | 72
CCCc1ccc(OCC(O)CN2CCc3ccccc3C2)cc1 (stereo not drawn) | -1 | 105 | 0 | 3 | 108 | 103 | 97 | 117
Cc1cc(Nc2ccccc2)c2c([N+](=O)[O-])cc(C)c(C)c2n1 | 8 | 98 | 0 | 20 | 97 | 98 | 98 | 103
Cc1ccc(-n2ncc(N(C)C)c(Cl)c2=O)cc1 | -2 | 105 | 0 | 10 | 100 | 106 | 103 | 105
Cc1nc2ccccn2c1/C(O)=C1\C(=O)C(=O)N(CCN2CCOCC2)C1c1cccnc1 (stereo not drawn) | 3 | 104 | 0 | -5 | 97 | 103 | 95 | 107
Cc1cc(/C=N\NC(=O)COc2cccc3cccnc23)c(C)n1-c1ccc(Br)cc1 | 3 | 98 | 55* | 6 | 108 | 108 | 92 | 100
O=C(CNc1n[nH]c(=O)[nH]c1=O)N/N=C/c1cccnc1 | -3 | 99 | 1 | -12 | 101 | 95 | 105 | 100
CCCCCCC(C)OC(=O)Nc1cccc2ccccc12 (stereo not drawn) | -1 | 95 | 0 | -6 | 95 | 103 | 92 | 97
CCOCCc1nnc(NC(=O)C2CCN(C(=O)c3ccco3)CC2)s1 | -13 | 99 | 1 | 11 | 102 | 104 | 90 | 92
C=CC[C@@H](CC(=O)N(CCO)Cc1ccccc1)C(=O)N[C@H](COC(=O)[C@@H](CC=C)CC(=O)OC(C)(C)C)Cc1ccccc1 | . | 111 | 0 | 37 | 102 | 105 | 109 | 107
COc1ccc(S(=O)(=O)CCC(=O)N2CCN(c3ccc(C(C)=O)cc3)CC2)cc1 | -2 | 97 | 2 | 2 | 97 | 96 | 93 | 102
O=C(CSc1ccc(-c2ccccn2)nn1)Nc1ccc(F)c(F)c1 | 12 | 103 | 0 | 12 | 102 | 110 | 113 | 102
CCOC(=O)c1cnc(N)nc1C(F)(F)F | 7 | 104 | 0 | -4 | 100 | 112 | 102 | 100
CCOC(=O)NC(=O)/C(C#N)=C/c1ccc(N(C)C)cc1 | -1 | 99 | 0 | -16 | 100 | 96 | 109 | 100
N#CCCN(CCC#N)C(=O)c1ccc(Cl)cc1 | -5 | 109 | 1 | 14 | 100 | 105 | 96 | 101
C#Cc1ccc([C@@H]2C=C(C(=O)NCc3nc4ccccc4[nH]3)O[C@H](OCC)[C@H]2CCCO)cc1 | 9 | 88 | 0 | 21 | 98 | 95 | 122 | 94
O=C(Nc1ccc(-n2cccn2)cc1)C1CCCCN1Cc1cccc2c1OCO2 (stereo not drawn) | 3 | 94 | 0 | -8 | 97 | 94 | 100 | 100
O=S1(=O)CCN2C(=N1)Sc1c2ccc2c1CCCC2 | -5 | 101 | 0 | -1 | 97 | 105 | 95 | 101
COc1cc(NC(=O)c2cc3sccc3n2C)cc(OC)c1 | -3 | 95 | 2 | -1 | 98 | 96 | 130 | 108
Cc1ccc(C)c(-n2c3nc(=O)[nH]c(=O)c-3cc3cc([N+](=O)[O-])ccc32)c1 | 13 | 105 | 21 | 14 | 97 | 96 | 100 | 104
CCc1ccc(/C=N/NC(=O)c2cc(C)on2)s1 | -8 | 101 | 2 | 18 | 106 | 99 | 110 | 108
Cc1ccc(NC(=S)N2CCC(c3nc4ccccc4s3)CC2)cc1C | 7 | 95 | 0 | -18 | 94 | 97 | 98 | 100
CCN(CC)CCOC(=O)C(Cc1ccco1)Cc1cccc2ccccc12 (stereo not drawn) | -6 | 99 | 0 | -5 | 98 | 87 | 95 | 91
COCCN(CC(=O)NC1CCCCC1)C(=O)CCCC(=O)Nc1ccccn1 | -4 | 95 | 0 | 0 | 101 | 94 | 93 | 102
CCN(Cc1cc2cc(C)ccc2[nH]c1=O)C(=O)c1cccc([N+](=O)[O-])c1 | -8 | 108 | 0 | -1 | 95 | 106 | 105 | 91
CNc1nc(N)c([N+](=O)[O-])c(NC2CCCCC2)n1 | 0 | 89 | 0 | 4 | 117 | 125 | 82 | 130
O=C(CSc1ccc([N+](=O)[O-])cn1)Nc1ccc(N2CCOCC2)c(Cl)c1 | -5 | 94 | 1 | 7 | 94 | 92 | 91 | 105

Screening results from PubChem BioAssay.
